NR1D1 modulator – modulators of human Rev-erb alpha DNA binding; P20393; hit rate 0.79% among 370,000; AID 1259318; Rev-erbα–FITC-DNA binding, fluorescence polarization, 90 min; activity, % at 10 µM;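 active = activity above about 14%, limit read from the data; passing the limit was not always enough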;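 note: 0% = DMSO wells with 35 nM protein and 100% = DMSO wells with 750 nM protein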
LEDGF integ inh – blocks HIV-1 LEDGF/p75-dependent DNA integration; TR-FRET IN-LEDGF/p75 DNA integration, Eu/Cy5; inhibition, % at 3.7 µM; hit rate 0.64% among 370,000; AID 743269;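 active = inhibition above the screen-wide mean plus 3 SD, cut at about 13% in these data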;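 note: signal is the Cy5 over europium emission ratio at 671 and 618 nm; 0% = plate median of compound wells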
TCR-CD3 inh – inhibitors of human TCR-CD3 interaction | TAMRA-labeled TCR probe fluorescence, biochemical | inhibition, % at 9.4 µM | hit rate 0.37% among 360,000 | AID 651800; in the data active = inhibition above about 19%;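 note: recombinant mutant TCR 2C K166C tagged with TAMRA read by polarization; 0% = receptor in buffer alone and 100% = receptor with positive control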
rCAG binder – molecules binding r(CAG) RNA repeats | r(CAG) RNA repeat, TO-PRO-1 dye displacement fluorescence | inhibition, % at 3 µM | hit rate 1.3% among 370,000;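 active = inhibition above the plate cutoff, the mean of all test compounds on that plate plus 3 SD, cut at about 35% in these data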;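 note: 0% = DMSO alone and 100% = 100 µM mitoxantrone as full dye displacement; higher means more dye released from RNA so lower well fluorescence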
PRMT1 inh – inhibitors of human PRMT1; inhibition, % at 2.79 µM; hit rate 1.3% among 370,000; recombinant PRMT1, activity-based probe fluorescence polarization;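 active = inhibition above about 21% made by adding two undisclosed values, limit read from the data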
mABHD4 FP – inhibitors of mouse ABHD4; Q8VD66; purified mABHD4, FP-Rh probe fluorescence polarization; inhibition, % at 8.92 µM; hit rate 0.54% among 370,000; AID 720543;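 active = inhibition exceeding the mean over every tested compound plus 3 SD, cut at about 30% in these data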;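 note: 0% = plate median of compound wells and 100% = S159A mutant with DMSO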
Target sequence (Q8VD66 whole entry, looked up): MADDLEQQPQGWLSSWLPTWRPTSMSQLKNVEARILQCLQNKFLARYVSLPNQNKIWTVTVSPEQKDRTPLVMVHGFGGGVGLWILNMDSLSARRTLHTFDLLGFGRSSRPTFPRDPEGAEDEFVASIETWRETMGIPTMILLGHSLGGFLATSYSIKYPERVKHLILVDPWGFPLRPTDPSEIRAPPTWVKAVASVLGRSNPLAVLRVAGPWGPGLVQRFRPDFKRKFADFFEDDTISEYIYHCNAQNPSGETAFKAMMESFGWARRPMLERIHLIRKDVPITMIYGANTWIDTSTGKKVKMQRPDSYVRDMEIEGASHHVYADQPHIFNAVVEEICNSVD
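Assay system: wild-type mouse ABHD4 protein; compound: single nominal dose of 8.92 µM, 0.89% DMSO final; schedule: 45 min + 60 min at 25 °C; measured by: FP readout, ex 525 nm / em 598 nm; evaluation: % inhibition of FP-Rh probe binding versus controls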
SIAE inh – blocks human sialic acid acetylesterase; AID 1053197; Q9HAT2; inhibition, % at 9.66 µM; SIAE FP-Rh probe binding, fluorescence polarization; hit rate 0.69% among 370,000;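 active = inhibition above a cutoff: mean of compounds within the control limits plus 3 SD of those, cut at about 17% in these data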;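 note: 0% = plate median of compound wells and 100% = probe without SIAE protein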
PG9 binder – small molecules binding HIV-1 gp120 antibody PG9; TR-FRET gp120-PG9 antibody binding; inhibition, % at 6.7 µM; hit rate 0.43% among 360,000; AID 624416; in the data active = inhibition above about 8.5%
TDP2 absorb – blocks human TDP2 phosphodiesterase activity | recombinant TDP2, T5PNP hydrolysis, p-nitrophenol absorbance 415 nm | inhibition, % at 12.8 µM | hit rate 0.34% among 370,000 | AID 720702;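 active = inhibition above the mean of all tested compounds plus 3 SD, set per campaign, cut at about 25% in these data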;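 note: 0% = DMSO with enzyme and 100% = buffer with substrate but no TDP2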
Target sequence (O95551 whole entry, looked up): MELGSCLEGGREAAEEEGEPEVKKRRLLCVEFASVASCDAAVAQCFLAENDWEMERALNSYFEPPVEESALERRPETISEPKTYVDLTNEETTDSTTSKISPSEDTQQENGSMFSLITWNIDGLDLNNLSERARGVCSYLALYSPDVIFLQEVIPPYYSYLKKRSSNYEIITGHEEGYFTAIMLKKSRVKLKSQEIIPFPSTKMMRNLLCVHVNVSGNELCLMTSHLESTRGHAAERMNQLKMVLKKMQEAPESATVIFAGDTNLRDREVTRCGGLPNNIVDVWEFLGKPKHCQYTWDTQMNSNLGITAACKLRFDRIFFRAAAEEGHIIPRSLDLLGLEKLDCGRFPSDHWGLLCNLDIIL
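Read-out basis: percent inhibition. System: recombinant human TDP2. Buffer or medium: Mg2+-containing Tris-HCl buffer, pH 7.5. Repeats: single replicate. Timing: reaction 2 h, 37 °C. Benchmarks: high control without enzyme, low control DMSO plus TDP2. Probe or stimulus: 5 mM T5PNP. Doses: 12.8 µM only. Measured by: epi absorbance of p-nitrophenol freed from T5PNP by hydrolysis.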
HTRA1 inh – blocks human HTRA1 serine peptidase; Q92743; recombinant HTRA1, FP-rhodamine activity-based probe, fluorescence polarization; inhibition, % at 5.96 µM; hit rate 0.5% among 340,000; AID 504803; in the data active = inhibition above about 36%;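 note: 0% = enzyme with DMSO and 100% = wells lacking enzyme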
An asterisk follows results filed as active; . = no result given. Not all compounds are listed; the hit share may differ from the screen's.

SMILES	TDP2 absorb	PRMT1 inh	PG9 binder	TCR-CD3 inh	NR1D1 modulator	mABHD4 FP	SIAE inh	HTRA1 inh	LEDGF integ inh	rCAG binder
Cc1c(C(=O)Nc2ccc(S(N)(=O)=O)cc2)oc2ccc(Cl)cc12	6	-1	3.5	-2	5	-1	-7	-3	1	7
CCOC(=O)N1CCN(Cc2nc3c(c(=O)[nH]c(=O)n3C)n2Cc2ccccc2C)CC1	-5	-3	-1.0	5	-4	0	5	4	4	-6
Nc1cc(=O)[nH]c(SCC(=O)Nc2ccc(F)c(Cl)c2)n1	2	2	1.0	-2	1	-9	-10	-8	1	5
COc1ccc(CNC(=O)CCCn2c(=S)[nH]c3cc4c(cc3c2=O)OCO4)cc1	-10	0	26*	2	56*	8	-10	2	1	1
CCOc1ccc(C(=O)N/N=C(/C)C2C(=O)c3ccccc3C2=O)cc1	0	-1	-4.2	9	2	10	4	10	2	6
CC1=C(C(=O)OCCOc2ccccc2)C(c2ccc(C)o2)C2=C(CC(C)(C)CC2=O)N1 (configuration not stated)	-4	6	1.0	-3	-4	-11	0	-12	1	-2
COc1cc(NC(=S)Nc2ncccc2C)cc(OC)c1OC	0	3	-0.9	-1	5	12	3	8	0	-3
CC(O)C(NC=C1C(=O)OC(C)(C)OC1=O)C(=O)O (configuration not stated)	4	-1	-0.4	5	4	2	4	0	-2	2
Cc1nn(C)c(C)c1C(C)NC(=O)c1cc(COc2cncc(Cl)c2)on1 (configuration not stated)	-7	-9	-0.1	0	3	1	3	-1	2	-5
COc1ccc(CN(C(=O)c2ccc(-c3ccccc3)[nH]2)C(C(=O)NC(C)(C)C)c2ccncc2)cc1 (configuration not stated)	5	1	0.4	-1	-3	-8	-2	-12	4	1
CC(=O)c1cc(C#N)c(Oc2cc(C)cc(C)c2)nc1C	-4	1	-4.0	-2	3	-10	-8	-1	0	-6
O=C(C[n+]1ccccc1)Nc1ccccc1[N+](=O)[O-]	-9	6	-0.2	-7	2	0	6	4	-5	-2

Some of the entries so far, with values under each structure.
Under each structure: TDP2 absorb	PRMT1 inh	PG9 binder	TCR-CD3 inh	NR1D1 modulator	mABHD4 FP	SIAE inh	HTRA1 inh	LEDGF integ inh	rCAG binder
O=C(C[n+]1ccccc1)Nc1ccccc1[N+](=O)[O-]
→ -9	6	-0.2	-7	2	0	6	4	-5	-2
CC(=O)c1cc(C#N)c(Oc2cc(C)cc(C)c2)nc1C
→ -4	1	-4.0	-2	3	-10	-8	-1	0	-6

(continued)
SMILES	TDP2 absorb	PRMT1 inh	PG9 binder	TCR-CD3 inh	NR1D1 modulator	mABHD4 FP	SIAE inh	HTRA1 inh	LEDGF integ inh	rCAG binder
OCCC1CN(CC#Cc2ccccc2)CCN1Cc1ccccc1F (configuration not stated)	11	1	-0.3	5	3	6	1	2	-2	-5
O=C(Cc1ccccc1Cl)Nc1nc2ccccc2[nH]1	19	-3	-1.1	17	-2	-2	9	-13	-1	2
COc1ccc(C(O)c2nc(-c3cncnc3)cs2)cc1 (configuration not stated)	-4	2	-1.0	2	-3	3	9	.	-5	-1
O=C(O)c1cc(Cl)c(Cl)cc1C(=O)NCc1ccco1	-2	7	1.9	-7	-2	-10	5	-7	-3	2
CC(=O)c1cccc(NC(=O)C(CC(C)C)NC(=O)C2CCCCC2)c1 (configuration not stated)	-17	0	0.1	-6	2	-7	-2	-1	3	-4
CC(C)N1CCN(CCCc2ccccc2)CC1CCO (configuration not stated)	9	-1	-2.8	4	1	4	-2	7	2	-3
CCN1CCN(S(=O)(=O)c2cc(OCC(=O)NC3CCCCC3)c(C)cc2Cl)CC1	-2	0	-1.4	7	0	0	-2	-12	0	-10
C=CCn1c(=S)[nH]c2ccc(Br)cc2c1=O	-6	-1	-0.6	-4	1	1	2	-6	-1	3
COc1ccc(OCCSc2nc(N)cc(N)n2)cc1	1	-2	-1.7	1	2	0	-5	-2	1	7
CCCCn1c(N)c(N(CCOC)C(=O)c2ccc(F)c(S(=O)(=O)N3CCOCC3)c2)c(=O)[nH]c1=O	-5	1	-0.6	0	-6	-2	-1	2	-5	1
Cn1c(=O)c2c(nc(N3CCc4ccccc4C3)n2Cc2ccc(Br)cc2)n(C)c1=O	3	-1	-1.6	-3	2	0	-4	-2	0	1
O=C(OCn1nnc2ccccc2c1=O)c1ccc(Br)o1	2	1	-0.3	8	5	3	4	-1	0	-1
CC(NC(=O)CCc1ccccc1)c1cc2c(cc1Cl)OCCO2 (configuration not stated)	1	3	-0.5	6	5	-3	2	-6	-3	-3
COc1ccc([N+](=O)[O-])cc1NCc1ccco1	8	4	1.9	0	5	4	7	-5	-4	-2
Cc1cccc(C(=O)NNC(=O)C2CCN(C(=O)OC(C)(C)C)CC2)c1	-16	-2	-0.6	-15	1	-5	1	3	2	1
CCC(Oc1ccccc1F)C(=O)NCCN1CCOCC1 (configuration not stated)	-11	-1	-0.9	6	-2	4	-4	3	1	-6
OC(COc1ccccc1Br)CN1CCNCC1 (configuration not stated)	-3	1	0.4	3	3	3	-10	4	5	1
O=C(O)CCC(=O)N1CCC[C@H]1C(=O)O	2	-2	0.4	5	1	-1	4	3	-1	0
CCNC(=O)C1CCCN(C(=O)c2cc(OC)c(OC)c(OC)c2)CC1 (configuration not stated)	6	3	-3.2	-7	6	0	10	.	-3	-3
Cc1c(NC(=O)C(C)OC(=O)CCC2CCCC2)c(=O)n(-c2ccccc2)n1C (configuration not stated)	-5	5	-1.2	-3	0	0	0	10	-2	-7
CCCCn1nc2cc(C(=O)NCc3cc(C(F)(F)F)cc(C(F)(F)F)c3)ccc2c1OCC	-5	0	-1.8	-6	-2	0	-5	9	1	-2
CC(C)CC1Nc2ncnc(N3CCCCC3)c2N(Cc2ccc(Br)cc2)C1=O (configuration not stated)	0	-1	-1.9	5	0	3	1	-21	1	-2
CC(=O)Nc1ccc(S(=O)(=O)NNC(=O)COc2ccc(Cl)cc2Cl)cc1	-2	-7	-3.1	4	6	-1	7	-5	0	6
Cc1ccc(CNC(=S)Nc2ccc(OC(F)F)cc2C)cc1	2	0	-1.5	0	2	-4	1	-5	-2	-5
Cc1cccc(NC(=O)c2ccc(NC(C)c3ccccc3)c([N+](=O)[O-])c2)n1 (configuration not stated)	10	1	0.0	-2	5	2	-1	3	-4	-1
Cc1cc(=O)oc2c3c(cc(OCC(=O)NCC4CCC(C(=O)O)CC4)c12)OC(C)(C)CC3 (configuration not stated)	-8	3	-1.2	4	-3	3	6	4	0	5
CC(CCN1CCC(n2nccc2NC(=O)c2ccccc2Cl)CC1)c1ccccc1 (configuration not stated)	7	-2	-2.0	-1	-2	2	7	2	-3	-9
COc1ccccc1C(=O)N1CCC2CCN(C(=O)OC(C)(C)C)C2C1 (configuration not stated)	-17	-6	1.7	-4	-4	-4	-8	.	8	1
COc1ccc(-c2cc(=NC(CC(C)C)C(=O)O)c3cc(C)ccc3o2)cc1 (configuration not stated)	-9	-2	-0.9	1	-2	6	2	-6	-2	-1
COC(=O)[C@]12C[C@H](CC(=O)NCCc3ccccc3OC)C(=O)N(Cc3ccc(Cl)cc3Cl)C1=C[C@H](C1CCCC1)O[C@@H]2C	10	-1	.	.	4	-1	-1	.	-1	7
CC1(C)CC(=O)C(C=NCC(N)=O)=C(O)C1	7	-2	-2.7	7	2	-3	18*	0	-1	1
CCOc1ccc(Nc2ccc([N+](=O)[O-])c3nonc23)cc1	4	0	-14	-1	6	19	5	22	-4	10
N/C(=N\NS(=O)(=O)c1ccc(Cl)cc1)c1ccccn1	-24	-4	-2.4	-7	2	-8	-1	13	4	-1
COc1ccc2[nH]c(C)c(CCNC(=S)Nc3cc(C)cc(C)c3)c2c1	-1	6	-4.1	-6	4	-3	14	3	0	7
CCOC(=O)N1CCN(C(=O)c2cccn3c(=O)c4c5c(sc4nc23)CCCC5)CC1	-4	2	2.1	-9	2	-3	6	2	-4	-3
COc1ccc(S[C@]2(C(=O)N3CCN(c4ncccn4)CC3)CC(=O)N(c3ccc4ccccc4c3)[C@@H]2c2ccc(OC)cc2)cc1	-3	4	.	.	4	2	-5	.	-1	14
CN1CCN(C(=O)c2c(O)c3cccc4c3n(c2=O)CCC4)CC1	4	1	-0.5	5	3	2	2	1	0	2
CCOC(=O)C(=O)NNc1ccccc1OC	-4	9	-1.9	-3	5	4	2	0	-6	-1
CCn1c(CN2CCN(CCO)CC2)nc2ccccc21	-4	4	0.2	6	-5	-7	1	-2	-5	1
CC(=O)OC1c2ccccc2C(=O)N1c1ccccc1C (configuration not stated)	3	2	-0.1	11	0	2	-2	-4	-3	3
CC1CN(Cc2nc3c(c(=O)n(C)c(=O)n3C)n2CC(O)CO)CC(C)O1 (configuration not stated)	-9	2	-0.3	5	-2	5	-1	10	1	-2
O=C1C=C(c2ccccc2)C[C@H](c2cccs2)[C@H]1n1nnc([N+](=O)[O-])n1	-8	-3	-2.5	5	-1	6	5	2	1	14
Cc1cc2nc(-c3ccccc3)c(CC3CCCCC3)n2c(C)c1Br	3	-1	3.1	-2	1	11	0	.	-2	3
CC(NC(=O)CCNC(=O)c1ccc(Br)cc1)c1ccc(-n2ccnc2)cc1 (configuration not stated)	3	2	3.2	9	-6	6	3	4	2	-4

High-throughput results (PubChem BioAssay)
